# High-throughput results: PubChem, National Center for Advancing Translational Sciences (NCATS)
# IL-1B inflam inh: inflammasome signaling inhibition, IL-1 beta readout | THP-1 LPS/ATP IL-1B secretion, AlphaLISA, 16 h; active compounds read low | activity change, % at 57.5 µM | 360,000 compounds, 4.7% hits; in the data active = activity change below about -50%; inconclusive = mostly about -30% to -49%; note: % is set by controls: 0 for no effect and ±100 for the full control effect
#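 Secreted IL-1B measured by AlphaLISA bead assay after 16 h compound exposure of THP-1 cells; compounds (final up to 57.5 uM) added 1 h before LPS (250 ng/mL) and ATP (1.25 mM) stimulation; lower signal means less secretion.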
# D3 ag: agonists of human D3 dopamine receptor; P35462; D3R DiscoveRx beta-arrestin cells, luminescence, 90 min; max activation, %; 410,000 compounds, 0.58% hits; in the data active = max activation above about 30%; note: 0% is about no effect; mostly tested at two doses, the higher about 12 µM
# Target sequence (P35462 whole entry, looked up): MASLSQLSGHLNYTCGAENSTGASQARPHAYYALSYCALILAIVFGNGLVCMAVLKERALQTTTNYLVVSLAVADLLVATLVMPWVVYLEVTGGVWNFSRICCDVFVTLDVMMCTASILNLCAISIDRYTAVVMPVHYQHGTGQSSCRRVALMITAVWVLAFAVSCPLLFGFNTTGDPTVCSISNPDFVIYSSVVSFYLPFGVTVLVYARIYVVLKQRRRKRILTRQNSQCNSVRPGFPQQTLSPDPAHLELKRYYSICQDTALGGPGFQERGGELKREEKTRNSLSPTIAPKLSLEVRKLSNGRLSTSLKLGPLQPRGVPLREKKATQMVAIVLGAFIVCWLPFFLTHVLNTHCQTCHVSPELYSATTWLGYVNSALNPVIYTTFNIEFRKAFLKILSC
#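 Cells at 1500/well, incubated overnight, then treated with pinned compounds (dopamine as control) for 90 min at 37 degrees C. DiscoveRx reagent added for 30 - 60 minutes at room temperature; luminescence read.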
# HT1080NT lethal: kills 2HG-producing HT-1080-NT fibrosarcoma cells. 360,000 compounds, 1.6% hits. HT-1080-NT fibrosarcoma viability, CellTiter-Glo ATP luminescence, 48 h. Potency, µM (doses to about 46.1 µM), inactives show at the highest dose activity, negative = less viability, most hits filed as cytotoxic;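 note: NT is the 2HG producing partner of a matched IDH1 knockdown line; potency is the fitted concentration of half-maximal effect; 0% = DMSO-treated cells and -100% = media-only wells without cells; nearly all actives have a fitted effect of over 55% in size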
#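 Toxicity toward the 2HG-producing NT line was scored as %Activity, normalised to DMSO and no-cell wells, from CellTiter-Glo luminescence after 48 hours' treatment.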
# SW480 rerep: induces DNA re-replication in SW480 colon adenocarcinoma cells; 340,000 compounds, 1.8% hits; SW480 DNA re-replication, Hoechst DNA content imaging, 48 h; AID 624297; Potency, µM (top dose mostly 46.1 µM), without a hit: at the highest dose re-replication activation, hits mostly activators; note: potency is the fitted concentration of half-maximal effect; % of control where 0% means no effect; nearly all actives have a fitted effect of over 55% in size
#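 Readout is total intensity of Hoechst-stained nuclei, excited at 405 nm and collected at 500-530 nm. Compound treatment lasted 48 hr at 37 C in 5% CO2 before staining.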
# MCF10A rerep: inducers of DNA re-replication in MCF 10A breast cells. 350,000 compounds, 2.9% hits. MCF 10A DNA re-replication, Hoechst nuclear intensity, 48 h. Potency, µM (top dose mostly 46.1 µM), inactives show top-dose activity, positive = re-replication, actives largely listed as activators; note: potency is the fitted concentration of half-maximal effect; % of control where 0% means no effect; nearly all actives have a fitted effect of over 50% in size
# KB-3-1 tox: kills parental KB-3-1 adenocarcinoma cells. KB-3-1 viability, CellTiter-Glo ATP luminescence, 72 h. 400,000 compounds, 1.4% hits. Potency, µM (doses to about 46.1 µM), for the others: at the highest dose activity change, negative = cytotoxic, hits mostly cytotoxic. AID 1347075; note: potency is the fitted concentration of half-maximal effect; % is set by controls: 0 for no effect and ±100 for the full control effect; nearly all actives have a fitted effect of over 60% in size
#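 Parental KB-3-1 viability, qHTS format: 72 h compound exposure, 37 °C; CellTiter-Glo; media-only wells and DMSO plates as controls; concentration-effect fits on corrected data.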
# GLP1R cytotox: cytotoxicity in counter-screen for GLP-1R inverse agonists. Potency, µM (titrated, usually from 38.3 µM), inactives show at the highest dose activity change, negative = inhibition, hits mostly inhibitors. HEK293 cAMP-luciferase reporter cells, luminescence, 24 h. 410,000 compounds, 0.13% hits. AID 624418;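 note: loss of luciferase light is scored as toxicity; potency is the fitted concentration of half-maximal effect; % is set by controls: 0 for no effect and ±100 for the full control effect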
#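 Quantitative HTS format, 1536 wells, 200 cells/uL seeded. Compounds: 23 nL, 24 h, 37 °C. Detection: luciferase reagent, luminescence at 12 min RT; decreased signal taken as cytotoxic.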
# KB-V1 cytotox: kills drug-selected multidrug resistant KB-V1 cells; KB-V1 MDR cells viability, CellTiter-Glo, 72 h; Potency, µM (highest dose often 46.1 µM), for the others: top-dose activity change, negative = cytotoxicity, usual class: cytotoxic; 400,000 compounds, 3.4% hits; note: potency is the fitted concentration of half-maximal effect; % is set by controls: 0 for no effect and ±100 for the full control effect; nearly all actives have a fitted effect of over 60% in size
#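 Compound-treated KB-V1 multidrug-resistant cells, 72 h, 37 degrees C; viability by CellTiter-Glo. Fitted qHTS curves give the values.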
# HT1080 IDH1KD tx: toxicity to HT-1080 IDH1 knockdown cells (counter line) | HT-1080 IDH1 knockdown viability, ATP luminescence, 48 h | Potency, µM (titrated, usually from 46.1 µM), for inactives: at the top dose activity, negative = toxicity, hits mostly cytotoxic | 360,000 compounds, 2% hits | AID 686971;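 note: potency is the fitted concentration of half-maximal effect; 0% = DMSO wells and -100% = cell-free medium wells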
#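 Knockdown cells (IDH1KD HT-1080) received compounds 2 h after plating at 750 cells/well and were kept 48 h at 37 °C in 5% FBS RPMI. A CellTiter-Glo luminescence read gave % activity for curve fitting.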
# Starred values were filed as active, the others as inactive; ? = inconclusive; · = not tested or not shown; [ ] = remark or other dose. Unless noted, calls come from the whole dose curve; as a rule, active = well fitted curve in the direction sought with a large enough effect; inconclusive = small, poorly fitted or top-dose-only effect, or another doubt; inactive = no such curve, though single readings can be large; an effect the other way counts as inactive or inconclusive.
compound	IL-1B inflam inh	D3 ag	HT1080NT lethal	SW480 rerep	MCF10A rerep	KB-3-1 tox	GLP1R cytotox	KB-V1 cytotox	HT1080 IDH1KD tx
COc1ccccc1N1CCN(S(=O)(=O)CCNC(=O)C2CC2)CC1	3	11	6%	-25%	1%	-16%	-6%	-3%	12%
COc1cccc(C(=O)NCC(=O)N/N=C/c2cccnc2)c1	106	0	18%	-12%	1%	21%	0%	0%	17%
CC(C)(C)NC(=O)C(=O)NNC(=O)c1ccco1	-16	2	-1%	2%	-3%	7%	1%	1%	8%
CSc1ccccc1NC(=O)CN(C)C(=O)C(C)SCc1nc2sc(C)c(C)c2c(=O)[nH]1 (stereo not given)	-3	5	-19%	-2%	12%	-11%	3%	?	-29%
Cc1cc[n+](C2=C([O-])c3ccccc3C(=O)/C2=N\S(=O)(=O)c2cccs2)cc1C	54	-7	-3%	?	21µM*	0%	2%	0%	-2%
Cc1ccc(C=C2SC(=S)N(CCCC(=O)Nc3cccc(C(=O)O)c3)C2=O)cc1	-2	-6	10%	·	·	0%	2%	14%	12%
CC(C)(C)NC(=O)c1nc2ccccc2s1	1	-4	12%	-6%	1%	0%	-2%	2%	7%
CCOc1cc(CNCCO)c(Cl)cc1OCC(=O)NCCc1ccccc1	-5	-11	1%	-1%	14%	-8%	-17%	-2%	30%
COc1ccc(-c2csc(C(C)(O)c3ccc(OC)cc3)n2)cc1 (stereo not given)	45	7	-23%	·	·	-10%	3%	-19%	?
Cc1cc(OCCN2CC(C)OC(C)C2)ccc1[N+](=O)[O-] (stereo not given)	0	-6	4%	1%	-2%	11%	-11%	?	-3%
COc1cc(/C=C/C(=O)Nc2ccc3[nH]c(=O)[nH]c3c2)cc(OC)c1OC	-72*	1	0%	-3%	3%	?	0%[7.66 µM]	-7%	4%
CCOC(=O)C(=O)N/N=C/c1ccc(F)cc1	-2	4	25%	-1%	3%	0%	-2%	18%	18%
CCC(C(=O)NCCc1cc(OC)ccc1OC)n1nc(C)c2sc3ccccc3c2c1=O (stereo not given)	·	-1	·	·	·	?	15%	?	·
CN(CC(=O)Nc1nccs1)S(=O)(=O)c1ccc(F)cc1	24	5	1%	7%	25%	14%	-19%	7%	-3%[9.24 µM]
Cc1nnc(SCc2ccc(C(=O)c3ccc(Cl)cc3)o2)n1-c1ccccc1	?	1	-6%	0%	6%	-8%	-17%	?	7%
Nc1nc(C(=O)N2CCOCC2)nn1S(=O)(=O)c1ccc(Cl)cc1	0	-8	12%	1%	-1%	13%	8%	17%	6%
COCc1nc2ccccc2n1Cc1ccccc1C	-6	3	5%	-3%	1%	3%	-4%	5%	-2%
CN(C(=O)c1cc2sccc2n1C)C1CCCCC1	5	0	14%	2%	-15%	0%	-2%	-15%	-14%
Cc1nc2ccc(S(=O)(=O)NCC(=O)N3CCc4ccccc4C3)cc2s1	0	2	1%	-4%	6%	-5%	-1%	-1%	-2%
CCCCCN(C(=O)CCC(=O)OCc1cc(C(C)=O)ccc1OC)c1c(N)n(CCCC)c(=O)[nH]c1=O	-20	7	3%	-95%[inhibitor]	16%	12%	-2%	?	-1%
N#Cc1c(-c2ccc(Cl)cc2)nc2n(c1=O)CCCS2	-10	0	-5%	-10%	1%	21%	-27%	6%	13%
CC(C)Cc1nnc(NC(=O)C2CC(=O)N(c3ccc4c(c3)OCCO4)C2)s1 (stereo not given)	8	-7	0%	-1%	?	·	18%	·	-3%
O=C(NCc1ccco1)c1cnc2ccccn2c1=O	-20	-1	1%	-2%	-12%	15%	4%	14%	19%
Cc1c(CC(=O)N[C@H](C(=O)O)C(C)C)c(=O)oc2cc3c(cc12)CCC(C)(C)O3	16	4	19%	-13%	-3%	25%	4%	26%	16%
COc1ccc(S(=O)(=O)N2CCOC23CCN(S(=O)(=O)c2cccs2)CC3)cc1	1	1	7%	-1%	17%	0%	0%	?	9%
CCOC(=O)CSc1nc(-c2ccccc2)nc2c1oc1ccccc12	36	1	1%	0%	0%	-3%	68%[activator]	23%	-5%
O=C(/C=C/c1ccccc1)Nc1cccc(C(=O)NCCc2ccccc2)c1	4	0	-16%	-2%[9.22 µM]	4%	-10%	?	-20%	?
CCSc1nnc(NC(=O)CSc2nc3c(c(=O)n2CC)SC(C)C3)s1 (stereo not given)	53	16	2%	-2%	10%	6.5µM*	5%	2.6µM*	3%
O=c1c2ccc(Cl)cc2nc2n1CC/C2=C\c1cccc(O)c1	7	13	-22%	?	?	?	-14%	?	-3%
Fc1cccc(COc2ccccc2C(=S)N2CCCC2)c1	-7	6	3%	-7%	-2%	-8%	6%	?	1%
O=C(NCC(c1cccs1)N1CCOCC1)c1cc(-c2ccccn2)nc2ccccc12 (stereo not given)	45	-9	-6%	2%	8%	-3%	0%	-21%	17%
O=C(O)COc1ccccc1/C=N/NC(=O)CSc1nc2ccccc2c(=O)n1-c1ccc(Cl)cc1	-5	3	1%	-4%	11%	5%	-12%	1%	6%
COC(=O)c1ccc(NC(=O)Cn2nc(C)cc2C)cc1	0	-7	24%	-3%	-5%	6%	16%	-9%	18%
CC(=O)c1c(N2CCN(C)CC2)[nH]c(-c2ccccc2)nc1=S	?	-10	-30%	5%	?	-1%	?	-3%	?
Cc1ccc(-c2nnc(Nc3ccc(O)cc3)c3ccccc23)cc1S(=O)(=O)N1CCOCC1	·	-6	·	·	·	?	-3%	11%	·
CCn1c(-c2cc(-c3ccccc3OC)nc3ccccc23)n[nH]c1=S	2	2	-8%	?	?	3%	-8%	?	4%
COc1cccc(CC2CC(=O)N(c3ccc4c(C)cc(=O)oc4c3)C2=O)c1 (stereo not given)	12	0	3%	0%	0%	12%	3%	-2%	3%
COc1ccc(N(C(=O)Cn2nnc3ccccc32)C(C(=O)NCc2ccco2)c2cccnc2)cc1 (stereo not given)	-2	-8	-1%	-2%	0%	-6%	-23%	-5%	3%
CC1=CC(C)(C)N(C(=O)CN2C(=O)c3ccccc3C2=O)c2ccccc21	1	0	10%	-2%	30%	-7%	1%	?	1%
S=C(c1ccccc1)N1CCN(c2ccccc2)CC1	-17	2	2%	0%	14%	-9%	11%	10%	5%
Cc1ccc(C)c2[nH]c(=O)c(CCNC(=O)c3ccc(Br)o3)cc12	-9	11	3%	13%	2%	15%	5%	-26%	?
O=C(O)CNC(=S)N(Cc1ccccc1Cl)C1CCCCC1	28	22	6%	-2%	0%	1%	0%	7%	18%
CC(Sc1nncn1C)C(=O)NCc1ccc2c(c1)OCO2 (stereo not given)	-1	0	7%	-4%	1%	0%	-6%	-3%	13%
O=C(Cc1ccccc1)Nc1cccc(S(=O)(=O)N2CCCCCC2)c1	-1	-6	-4%	-8%	?	-2%	4%	?	0%
CN1CC=C2C(C#N)=C(N)C(C#N)(C#N)[C@H](c3cccs3)[C@H]2C1	-9	-7	1%	-4%	-2%	-1%	28%	13%	11%
Cc1cccc(N2CCN(C(=O)C3CCCN(S(=O)(=O)c4ccc5c(c4)oc(=O)n5C)C3)CC2)c1C (stereo not given)	·	18	·	·	·	7.3µM*	-11%	-24%	·
COc1ccc(-n2ncc(C(=O)N3CCN(Cc4ccccc4)CC3)c2C2CCN(C(=O)OC(C)(C)C)CC2)cc1	·	2	·	·	·	0%	-7%	17%	·
O=C1CC(c2ccc(F)cc2)CC2=C1C(c1ccc([N+](=O)[O-])o1)Nc1ccccc1N2 (stereo not given)	-74*	-7	-6%	?	23%	-8%	-6%	-10%	-12%
CCN(CC)CCC(=O)Nc1ccc2c(c1)N(C(=O)CN(CC)CC)c1ccccc1CC2	0	3	-9%	12%	7%	-1%	?	0%	-1%
Cc1nn(-c2ccccc2)c2nc(C3CC3)cc(C(=O)Nc3cccc(F)c3)c12	·	5	·	·	·	?	-22%	?	·

# An excerpt from above, showing only D3 ag:
canonical_smiles	D3 ag
Cc1nc2ccc(S(=O)(=O)NCC(=O)N3CCc4ccccc4C3)cc2s1	2
O=C(O)CNC(=S)N(Cc1ccccc1Cl)C1CCCCC1	22

# Continuation:
compound	IL-1B inflam inh	D3 ag	HT1080NT lethal	SW480 rerep	MCF10A rerep	KB-3-1 tox	GLP1R cytotox	KB-V1 cytotox	HT1080 IDH1KD tx
C=CCN=C1S/C(=C/c2ccc([N+](=O)[O-])cc2)C(=O)N1CC=C	-14	7	13%	-91%[inhibitor]	4%	-3%	2%	1%	12%
CCC(=O)N(C)CCc1cc2c(c(OC)c1/C=N/Nc1ccc(C(=O)O)cc1)OCO2	-3	3	23%	1%	1%	12%	-9%	0%	20%
Cc1noc(C)c1C(=O)OCC(=O)C12CC3CC(CC(C3)C1)C2	41	-4	3%	-9%	0%	-1%	-6%	-29%	6%
c1ccc(-c2sc3ccccc3c2-c2ccc(OCCN3CCCC3)cc2)cc1	?	-19	?	4.6µM*	1%	?	27%	?	-11%
Cc1ccc2c(c1)-c1cc(C)nn1C(c1ccc3c(c1)OCO3)N2 (stereo not given)	-14	0	-1%	6%	12%	1%	1%	-20%	-8%
CCOc1ccc(NC(=O)CSc2oc(-c3cccs3)nc2S(=O)(=O)c2ccc(Cl)cc2)cc1	·	0	·	·	·	8%	4%	9%	·
O=C(NNc1cc(Cl)ccc1Cl)c1c(F)cccc1Cl	?	12	-12%	-71%[inhibitor]	5%	-2%	4%	-19%	-11%
